L3MBTL1 block: L3MBTL1 (human) inhibition | Q9Y468 | AlphaScreen L3MBTL1–H3K9me1 peptide binding | Potency, µM (series often up to 57.1 µM), for inactives: at the highest dose activity, negative = inhibition, most hits filed as inhibitors | 230,000 compounds, 0.66% hits; further: nearly all actives have a fitted effect of over 60% in size
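AlphaScreen proximity signal between nickel-chelate acceptor and streptavidin donor beads (final 10 ug/mL) reports binding of 50 nM L3MBTL1 to 75 nM biotin-H3 K9me1 peptide; complex incubated with compounds 30 min at room temperature; cefsulodin titration as control.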
RECQ1 inh: RECQ1 (human) helicase inhibition; P46063; RECQ1 DNA unwinding, red fluorescence kinetic read; Potency, µM (titrated, usually from 57.3 µM), for the others: top-dose activity, negative = inhibition, hits mostly inhibitors; 240,000 compounds, 0.54% hits; AID 2549;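 further: plate controls were vehicle for no effect and no enzyme for full effect; nearly all actives have a fitted effect of over 30% in size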
Target sequence (P46063 whole entry, looked up): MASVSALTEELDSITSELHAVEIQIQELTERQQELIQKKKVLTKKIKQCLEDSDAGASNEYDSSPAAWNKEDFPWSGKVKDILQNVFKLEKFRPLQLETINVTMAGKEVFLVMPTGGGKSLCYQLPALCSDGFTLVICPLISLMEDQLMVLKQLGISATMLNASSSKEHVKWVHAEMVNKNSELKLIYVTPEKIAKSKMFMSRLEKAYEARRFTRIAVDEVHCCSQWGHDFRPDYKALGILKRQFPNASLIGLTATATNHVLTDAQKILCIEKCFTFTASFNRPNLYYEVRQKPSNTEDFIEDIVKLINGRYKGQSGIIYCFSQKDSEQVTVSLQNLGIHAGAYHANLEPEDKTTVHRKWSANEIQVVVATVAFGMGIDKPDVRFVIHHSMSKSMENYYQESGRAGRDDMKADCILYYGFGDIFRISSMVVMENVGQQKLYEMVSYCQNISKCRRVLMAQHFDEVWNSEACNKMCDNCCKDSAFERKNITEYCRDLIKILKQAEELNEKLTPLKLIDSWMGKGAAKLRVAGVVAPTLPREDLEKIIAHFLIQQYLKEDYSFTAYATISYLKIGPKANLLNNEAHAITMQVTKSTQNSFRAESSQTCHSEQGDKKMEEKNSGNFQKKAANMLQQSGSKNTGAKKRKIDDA
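RECQ1T1 50 nM; forked duplex (20 bp + 30-nt ss tails) 200 nM, ATP 2 mM final; pH 8.0, 2 mM MgCl2, 2.5 ug/ml poly(dI-dC); 15 min compound preincubation; discontinuous kinetic read over 2 h at RT.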
TRb SRC2 PPI: inhibitors of human thyroid hormone receptor beta-SRC2 interaction | P10828 | TRbeta-SRC2 peptide binding, fluorescence polarization; receptor liganded with 1 µM T3 | Potency, µM (series often up to 106 µM), for inactives: at the top dose activity change, negative = inhibition, actives largely listed as inhibitors | 280,000 compounds, 0.065% hits | AID 1469;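 further: plate controls were bound peptide for no effect and peptide without receptor for full effect; nearly all actives have a fitted effect of over 50% in size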
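Human TRb ligand-binding domain (0.6 uM) is mixed with 20 nM Texas Red SRC2 peptide and 1 uM T3; after compound addition and 5 hr at ambient temperature, polarization is measured and normalized to unbound and bound controls.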
Tau fibril ThT: inhibitors of human tau fibril formation, thioflavin T binding. P10636. recombinant tau K18 P301L (four-repeat tau fragment), heparin-induced fibrillization, ThT fluorescence. Potency, µM (highest dose often 57.4 µM), without a hit: at the highest dose activity, negative = inhibition, most hits filed as inhibitors. 270,000 compounds, 2.1% hits; further: nearly all actives have a fitted effect of over 55% in size
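Aggregation was driven by heparin (20 uM final) acting on recombinant tau […] bearing P301L in 100 mM sodium acetate pH 7; fibrils were detected with Thioflavin T.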
Tau FP inhib: tau fibrillization inhibition (FP); P10636; K18 P301L tau heparin fibrillization, Alexa594 FP, 6 h; Potency, µM (titrated, usually from 57.7 µM), for the others: top-dose activity, negative = inhibition, actives largely listed as inhibitors; 280,000 compounds, 0.39% hits; further: nearly all actives have a fitted effect of over 55% in size
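Human tau K18 […] P301L fragment, 15 uM unlabeled plus 0.24 uM Alexa 594-labeled tau (final), with compound and 20 uM heparin in 100 mM sodium acetate pH 7; 6 hr at 37 C, then Alexa 594 FP read.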
TR SRC2 fluor cs: counter-screen for TRb-SRC2 inhibitors: fluorescence interference; 280,000 compounds, 0.29% hits; AID 1479; TRb/SRC2 Texas Red total fluorescence interference; Potency, µM (titrated, usually from 106 µM), for inactives: at the top dose fluorescence change, negative = quenching; active means well fitted curve in either direction with a large enough effect; inconclusive means small, poorly fitted or top-dose-only effect
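Flags fluorescent or light-absorbing compounds by total fluorescence, S + 2P, at 555 nm excitation and 632 nm emission. Mixture: 20 nM Texas Red SRC2 peptide, 0.6 uM human TRb LBD, 1 uM T3, 5% DMSO; compound exposure 5 h at ambient temperature.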
JMJD2E inh: JMJD2E (human) inhibition | JMJD2E catalytic domain, FDH-coupled NADH fluorescence (FDH is formaldehyde dehydrogenase) | Potency, µM (doses to about 57.1 µM), for inactives: top-dose activity change, negative = inhibition, actives largely listed as inhibitors | 230,000 compounds, 1.6% hits; active means well fitted inhibition curve with a large enough effect, not every such curve was filed as active; inconclusive means small, poorly fitted or top-dose-only effect, or another doubt; inactive means no such curve, though single readings can be large or run the other way;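 further: 0% = wells with enzyme and -100% = buffer wells without enzyme; nearly all actives have a fitted effect of over 50% in size; many of its hits are not listed in these tables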
GoLoco inh red: inhibitors of human Gai1-RGS12 GoLoco interaction (red fluorophore). P63096. Gai1:RGS12 GoLoco peptide FP, rhodamine, 10 min. Potency, µM (highest dose often 61.6 µM), for the others: top-dose activity, negative = inhibition, most hits filed as inhibitors. 230,000 compounds, 0.44% hits. AID 880; active means well fitted inhibition curve with a large enough effect, not every such curve was filed as active; inactive means no such curve, though single readings can be large or run the other way; further: nearly all actives have a fitted effect of over 30% in size; many of its hits are not listed in these tables
Target sequence (P63096 whole entry, looked up): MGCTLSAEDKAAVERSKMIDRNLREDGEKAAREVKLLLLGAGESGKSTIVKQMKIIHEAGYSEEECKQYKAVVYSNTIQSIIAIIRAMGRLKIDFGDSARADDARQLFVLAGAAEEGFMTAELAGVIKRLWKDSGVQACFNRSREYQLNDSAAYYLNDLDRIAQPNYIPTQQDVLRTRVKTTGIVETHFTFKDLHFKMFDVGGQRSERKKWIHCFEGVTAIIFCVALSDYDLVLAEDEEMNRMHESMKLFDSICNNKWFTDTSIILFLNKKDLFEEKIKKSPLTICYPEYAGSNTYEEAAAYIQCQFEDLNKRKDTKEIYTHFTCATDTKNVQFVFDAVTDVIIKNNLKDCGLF
* hit, by the source's call; i = inactive; u = inconclusive; x = not tested or not shown; [ ] = another dose, or the depositor's remark. Unless noted, the call rests on the fitted dose curve; in most records, active means well fitted curve in the direction sought with a large enough effect; inconclusive means small, poorly fitted or top-dose-only effect, or another doubt; inactive means no such curve, though single readings can be large; an effect the other way counts as inactive or inconclusive. Unless noted, on the % scale 0 is the no-effect control and ±100 the full control effect; potency means the concentration at half of the fitted maximal effect. This is a subset, so the mix of outcomes need not match the whole.

SMILES	L3MBTL1 block	RECQ1 inh	TRb SRC2 PPI	Tau fibril ThT	Tau FP inhib	TR SRC2 fluor cs	JMJD2E inh	GoLoco inh red
CCOC(=O)N1CCC(NC(=O)C2CCCN(S(=O)(=O)c3ccc4c(c3)oc(=O)n4C)C2)CC1 (centres undefined)	x	6.9%	-6.9%	-9.2%	-2.1%	-0.7%	-3.4%	14.2%
CC1=NN(C(=O)c2ccccc2-n2cccc2)C(O)(C(F)(F)F)C1 (centres undefined)	-0.9%	-2.1%	-1.1%	-5.8%	-0.2%	-0.4%	14.3%	1.0%
Cc1ccc(NC(=O)CCC(=O)NNS(=O)(=O)c2ccccc2)c(C)c1	2.9%	-12.6%	4.0%	-1.0%	4.8%	0.4%	6.2%	12.1%
Cc1ccc(S(=O)(=O)c2nnn3c2nc(N2CCN(c4ccccc4F)CC2)c2ccccc23)cc1C	x	x	-2.8%	5.0%	-0.9%	-1.1%	x	x
Nc1ccc2c(c1)nc(Cc1ccccc1)n2CCO	-3.6%	i	6.1%[53 µM]	-11.5%	-8.0%	-0.6%[53 µM]	u	14.2%
COc1ccc(-c2csc(C)n2)cc1Br	1.4%	-8.1%	-3.3%	u	-2.9%	-2.3%	-9.1%	1.6%
CCCCNC(=O)CCCn1c(=O)[nH]c2ccc(Br)cc2c1=O	x	5.5%	-3.3%	-2.6%	1.1%	-1.8%	-1.5%	-5.6%
COc1cccc(NC(=O)C2CCCN(S(=O)(=O)c3cccc4cccnc34)C2)c1 (centres undefined)	13.5%	12.1%	-2.3%	-3.2%	-3.6%	1.6%	-1.3%	-1.9%
Cc1cccc(C)c1NC(=O)C1c2cccc[n+]2CC(=O)N1Cc1cccs1 (centres undefined)	x	-0.3%	4.9%	-15.9%	-0.4%	-0.8%	-14.7%	-4.2%
CCCn1ccc2c(OCC(=O)NCc3ccc(F)cc3)cccc2c1=O	x	x	-1.9%	-9.2%	-4.5%	-0.3%	x	x
COc1cccc(-n2c(C)nnc2SCC(=O)Nc2ccccc2N2CCOCC2)c1	-7.9%	7.9%	-3.8%	-12.2%	3.3%	-0.7%	-1.5%	3.7%
O=C(NCCc1ccccc1)C1CCC(CNc2nc(=S)[nH]c3ccccc23)CC1 (centres undefined)	7.3%	i	1.1%	7.4%	-6.0%	4.6%	5.5%	-1.3%
O=C(O)CCNS(=O)(=O)c1ccc2c(c1)Cc1ccccc1-2	-14.8%	-5.9%	6.7%	9.7%	8.2%	-4.4%	u	-12.9%
COC(=O)c1ccc(C(=O)OC)c(NC(=S)N2CCC(C(N)=O)CC2)c1	6.6%	i	2.2%	6.8%	-3.1%	0.3%	u	13.9%
CCOC(=O)c1cccc(NC(=O)Nc2c(C)n(C)n(-c3ccccc3)c2=O)c1	x	x	2.0%	-7.4%	-4.8%	-0.6%	x	x
CC(=O)c1cccc(NS(C)(=O)=O)c1	x	i	-9.6%	-3.8%	-9.2%	-1.2%	9.9%	-2.2%
Cc1ccc(S(=O)(=O)Nc2ccc(-c3nnc(SCc4ccccc4Cl)o3)cc2)cc1	0.5%	-2.5%	-4.9%	0.6%	4.7%	0.1%	-9.6%	16.5%
Cn1cc(CCC(=O)N2CCCC(C(=O)c3ccc(C(C)(C)C)cc3)C2)cn1 (centres undefined)	3.7%	0.0%	-2.0%	-7.4%	-3.5%	-2.6%	5.9%	4.8%
CC(=O)c1c(C)[nH]c(C(=O)Nc2cccc(S(=O)(=O)N(C)C)c2)c1C	-5.3%	0.3%	0.2%	1.9%	2.3%	-2.3%	-8.1%	7.9%
O=C(O)CCC(=O)CCC(=O)c1ccc(Cl)cc1	x	-4.3%	0.8%	-6.9%	-9.9%	-1.2%	-2.0%	-1.8%
COc1ccc(S(=O)(=O)N(CCc2ccccc2)CC(=O)O)cc1C	x	-9.3%	-5.3%	-5.2%	-7.5%	-9.4%	-6.6%	0.7%
O=C(Nc1ccccc1-c1nnn(CC(=O)N2CCOCC2)n1)c1ccccc1F	-2.6%	24.4%	8.6%	-3.5%	-0.5%	-0.9%	4.1%	6.2%
CCCCOc1ccc(C(=O)Nc2ccc3oc(-c4cccnc4)nc3c2)cc1	x	x	-1.1%	u	-14.8%	0.4%	x	x
CC(C)Cn1c(SCC(=O)N2CC(=O)Nc3ccccc32)nc2ccccc21	-4.8%	-1.2%	1.7%	2.4%	2.2%	3.7%	-3.2%	12.3%
Cc1ccc(NC(=O)NCCc2ccc(S(N)(=O)=O)cc2)cc1	6.8%	-2.3%	-2.0%	-4.3%	6.5%	-1.2%	8.3%	7.4%
Oc1ccccc1Nc1nc(-c2ccccc2)c2cc(Cl)ccc2n1	x	x	1.0%	-0.8%	8.1%	-3.4%	x	x
c1ccc2c(c1)ncn2CCN1CCCCC1	11.0%	-0.3%	5.0%	-2.0%	-2.3%	0.2%	4.1%	5.7%
CCOc1ccc(CC(=O)NCCc2csc(-c3ccc(Cl)cc3)n2)cc1	x	x	2.7%	-7.9%	-0.1%	-16.3%	x	x
C1CCCC(N2CCNCC2)CC1	0.4%	i	2.9%	-4.3%	5.3%	1.0%	3.4%	0.4%
Cc1cc(/C=c2/sc3nc4ccccc4n3c2=O)c(C)n1-c1ccccn1	-6.8%	6.0%	-0.4%	u	-0.7%	-3.1%	u	25.6%
CCn1cc(C(=O)Nc2ccc(-n3cnnn3)c(OC)c2)c(=O)c2ccc(C)nc21	-2.0%	-4.8%	-2.7%	-1.4%	6.9%	-3.0%	4.6%	-5.8%
Cc1cc(NC(=O)CN2CCN(c3ncccn3)CC2)no1	7.3%	-1.4%	0.5%	-13.8%	0.5%	-5.4%	-4.2%	3.4%
Cc1ccc(C(=O)NC2CC(C)(C)NC(C)(C)C2)c(C)c1	3.2%	-4.2%	-9.0%	-1.1%	9.5%	-2.5%	2.0%	8.0%
COc1cc(/C=N/Nc2ccc(C(=O)O)cc2)cc(OC)c1OC	4.1%	-6.3%	-7.7%	u	0.0%	-3.6%	-12.7%	-9.1%
O=C(CSc1ccc(-c2ccco2)nn1)NC1CCCCC1	x	-27.7%	-12.2%	u	2.1%	-7.1%	u	-4.2%
CCOc1ccc(OCC)c(-c2c(=O)n(OCc3ccccc3C(=O)OC)c3ccccc3[n+]2[O-])c1	-2.8%	-0.9%	-7.2%	-5.1%	-4.3%	-1.8%	-0.5%	-0.2%
O=C(CNC(=O)c1cc2ccccc2o1)NCc1cccs1	-0.1%	-8.3%	-12.3%	-8.7%	-2.2%	1.5%	-5.2%	-10.6%
C/C(=N/N1CCN(c2ccccn2)CC1)c1ccc([N+](=O)[O-])cc1	-8.1%	i	1.8%	u	0.1%	-0.1%	207.8%[activator]	-14.9%
COc1ccccc1-c1cc2nc(C)c(CCC(=O)O)c(C)n2n1	x	x	4.1%	u	-5.9%	1.1%	x	x
COc1ccc(CCNC(=O)CCCn2c(SCC#N)nc3ccccc3c2=O)cc1OC	2.4%	-15.5%	6.0%	-1.6%	-2.3%	-0.2%	2.5%	0.1%

Some of the entries so far, as comma-separated lines:
SMILES,L3MBTL1 block,RECQ1 inh,TRb SRC2 PPI,Tau fibril ThT,Tau FP inhib,TR SRC2 fluor cs,JMJD2E inh,GoLoco inh red
O=C(Nc1ccccc1-c1nnn(CC(=O)N2CCOCC2)n1)c1ccccc1F,-2.6%,24.4%,8.6%,-3.5%,-0.5%,-0.9%,4.1%,6.2%
CCCCOc1ccc(C(=O)Nc2ccc3oc(-c4cccnc4)nc3c2)cc1,x,x,-1.1%,u,-14.8%,0.4%,x,x
CC(C)Cn1c(SCC(=O)N2CC(=O)Nc3ccccc32)nc2ccccc21,-4.8%,-1.2%,1.7%,2.4%,2.2%,3.7%,-3.2%,12.3%
Cc1ccc(NC(=O)NCCc2ccc(S(N)(=O)=O)cc2)cc1,6.8%,-2.3%,-2.0%,-4.3%,6.5%,-1.2%,8.3%,7.4%

(more compounds)
SMILES	L3MBTL1 block	RECQ1 inh	TRb SRC2 PPI	Tau fibril ThT	Tau FP inhib	TR SRC2 fluor cs	JMJD2E inh	GoLoco inh red
c1ccc(-c2ncc3c(ccc4ccccc43)n2)cc1	3.5%	u	-4.9%	u	0.6%	-4.1%	6.5%	9.6%
CCN(CC)c1nc(-c2ccccc2)ncc1S(=O)(=O)c1ccc(C)cc1	24.8%	-25.8%	1.2%	-7.1%	-4.6%	-3.7%	-10.8%	1.2%
CCCCNC(=O)CSc1nc2ccccc2c(=O)n1CCNC(C)=O	0.6%	i	-0.6%	-3.0%	-3.5%	-6.0%	-8.3%	8.4%
O=C(Nc1ccc(F)cc1F)c1cccnc1	7.2%	-11.9%	0.7%	-6.3%	0.8%	0.4%	-1.0%	10.9%
Cc1cc(=O)c2c(C)nn(-c3ccccc3)c2[nH]1	10.6%	2.1%	-6.8%	-2.8%	3.0%	-1.6%	u	7.0%
COCCNS(=O)(=O)c1ccc(-c2ccc(C)cc2)cc1	x	-9.0%	6.1%	-0.1%	2.6%	1.3%	-8.4%	-4.0%
Cc1nn(C)cc1NC(=O)c1ccc(Br)o1	5.8%	9.2%	-0.7%	6.2%	-3.7%	4.3%	13.0%	7.3%
Cc1ccc(C(=O)N(NC2=NS(=O)(=O)c3ccccc32)S(=O)(=O)c2ccc(C)cc2)cc1	-3.9%	-1.8%	0.9%	-8.3%	2.0%	1.2%	-1.1%	-1.2%
O=C(NCc1cccnc1)c1noc2c1CCCCC2	3.2%	-5.8%	3.3%	-7.7%	-2.9%	6.6%	-2.1%	0.1%
Cc1ccc(C(O)c2nc3ccccc3n2C(C)C)cc1 (centres undefined)	x	-0.6%	-0.4%	-3.2%	0.8%	-5.5%	6.1%	-5.2%
CCN(C(=O)CSc1nc2nc(C)cc(C)n2n1)C1CCS(=O)(=O)C1 (centres undefined)	0.6%	-14.4%	0.7%	0.1%	-0.7%	-2.4%	-13.2%	-14.9%
O=C(Cn1nnc2ccccc2c1=O)NCCc1ccc(F)cc1	0.2%	-0.8%	-2.5%[53 µM]	9.1%	1.0%	-0.3%[53 µM]	-3.2%	0.0%
COc1ccc(OCC(O)CN(CCO)CC(O)Cn2ccc3ccccc32)cc1 (centres undefined)	-6.9%	-7.8%	-1.2%	-1.6%	2.3%	0.2%	-11.5%	11.9%
CCOC(=O)c1nc(Nc2ccc(N3CCC(C)CC3)cc2)c2ccccc2n1	-29.1%	i	8.0%	u	13.4%	-1.1%	-6.4%	-8.7%
